POLI inh: inhibitors of human DNA polymerase iota. hit rate 1% among 390,000. AID 588590. Pol iota fluorescent replication assay, 10 min. Potency, µM (series often up to 115 µM), for inactives: top-dose activity, negative = inhibition, hits mostly inhibitors. Q9UNA4; note: potency is the fitted concentration of half-maximal effect
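Fluorescent replication assay read twice, at 0 min and 10 min after adding 50 nM (final) substrate. Enzyme (10 nM) and compounds were first incubated 15 min at room temperature; enzyme-free buffer wells were negative controls.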
Pol beta inh: inhibitors of human DNA polymerase beta. P06746. Pol beta primer extension/strand displacement, fluorescence kinetic. Potency, µM (top dose mostly 114 µM), for inactives: at the highest dose activity change, negative = inhibition, usual class: inhibitors. hit rate 1.3% among 340,000. AID 485314; note: potency is the fitted concentration of half-maximal effect; % is set by controls: 0 for no effect and ±100 for the full control effect
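Preincubation: enzyme (10 nM) with compound, 15 min, RT. Reaction: substrate added to 50 nM final. Reads: 0 and 10 min. Analysis: normalized, Hill fit.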
POLK inh: DNA polymerase kappa (human) inhibition. Q9UBT6. purified Pol kappa, fluorescent DNA synthesis assay, 10 min. Potency, µM (series often up to 107 µM), for the others: top-dose activity, negative = inhibition, most hits filed as inhibitors. hit rate 0.53% among 400,000. AID 588579; note: potency is the fitted concentration of half-maximal effect; % is set by controls: 0 for no effect and ±100 for the full control effect
Target sequence (Q9UBT6 whole entry, looked up): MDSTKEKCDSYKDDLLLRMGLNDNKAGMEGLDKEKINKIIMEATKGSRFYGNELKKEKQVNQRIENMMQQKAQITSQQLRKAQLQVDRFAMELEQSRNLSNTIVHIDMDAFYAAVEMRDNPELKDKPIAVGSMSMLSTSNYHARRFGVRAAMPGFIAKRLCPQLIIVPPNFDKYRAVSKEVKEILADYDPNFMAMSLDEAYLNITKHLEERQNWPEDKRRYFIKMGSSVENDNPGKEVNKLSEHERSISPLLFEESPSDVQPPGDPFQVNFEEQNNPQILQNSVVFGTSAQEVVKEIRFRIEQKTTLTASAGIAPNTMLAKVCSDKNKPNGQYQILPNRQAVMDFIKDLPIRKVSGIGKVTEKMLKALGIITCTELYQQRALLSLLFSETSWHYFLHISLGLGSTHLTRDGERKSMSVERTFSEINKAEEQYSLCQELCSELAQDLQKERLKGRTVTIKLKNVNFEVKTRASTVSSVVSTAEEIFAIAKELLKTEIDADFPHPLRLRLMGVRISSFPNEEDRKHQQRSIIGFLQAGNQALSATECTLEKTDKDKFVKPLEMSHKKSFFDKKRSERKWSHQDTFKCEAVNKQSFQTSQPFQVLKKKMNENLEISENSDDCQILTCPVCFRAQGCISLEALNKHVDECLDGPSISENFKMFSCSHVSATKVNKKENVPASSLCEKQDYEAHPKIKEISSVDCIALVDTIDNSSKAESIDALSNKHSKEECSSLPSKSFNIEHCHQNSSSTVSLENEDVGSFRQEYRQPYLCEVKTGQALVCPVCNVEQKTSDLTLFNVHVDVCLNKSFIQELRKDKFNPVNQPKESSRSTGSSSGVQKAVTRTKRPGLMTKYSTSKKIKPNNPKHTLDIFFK
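10 nM Pol kappa preincubated 15 min at room temperature with compounds, then reaction started with substrate at 50 nM final. Fluorescence read kinetically at 0 and 10 min; buffer-only wells served as negative control.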
ERG Ets-DNA blk: ERG Ets/DNA interaction inhibition. P11308. fluorescence polarization, His-ERG Ets domain / labelled DNA. Potency, µM (series often up to 76.9 µM), for the others: at the top dose FP activity, negative = inhibition, most hits filed as inhibitors. hit rate 0.028% among 370,000. AID 624246; active = well fitted inhibition curve with a large enough effect in the polarisation, with a control signal flat; inconclusive = small, poorly fitted or top-dose-only effect, or effect the other way, or a change in a side signal; inactive = no such curve, though single readings can be large or run the other way; the % refers to the polarisation;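 note: polarization taken with two DNA probes labelled with fluorescein and Texas red; potency is the fitted concentration of half-maximal effect; % of control where 0% means no effect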
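His-tagged ERG Ets domain (1 uM in the protein solution; 300mM KCl, 50mM Tris-HCl, 1mM EDTA, 1mM DTT, pH 7.5) received compound, then a probe mix of 5 nM fluorescein-DNA and 100nM Texas-615-DNA. Fluorescence polarization was read for both dyes.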
ALOX12 inh: inhibitors of human 12S-lipoxygenase ALOX12; hit rate 1.1% among 580,000; P18054; Potency, µM (top dose mostly 108 µM), for inactives: at the top dose activity change, negative = inhibition, actives largely listed as inhibitors; purified 12hLO, xylenol orange hydroperoxide absorbance; AID 1671190; note: potency is the fitted concentration of half-maximal effect; % is set by controls: 0 for no effect and ±100 for the full control effect
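Purified human 12hLO at 150 nM in 25 mM Hepes, 0.01% Triton X-100, pH 7.0, preincubated 15 min at room temperature with compound. Reaction started with 40 uM arachidonic acid, 30 min at room temperature. Hydroperoxide measured by Fe-xylenol orange, 573/405 nm absorbance ratio.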
APE1 inh: APE1 (human) endonuclease inhibition | Potency, µM (titrated, usually from 65.8 µM), for the others: at the highest dose activity change, negative = inhibition, usual class: inhibitors | recombinant APE1, TAMRA/BHQ-2 abasic DNA cleavage fluorescence | P27695 | hit rate 0.35% among 350,000 | AID 2517;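 note: potency is the fitted concentration of half-maximal effect; plate controls were vehicle for no effect and reference inhibitor for full effect; nearly all actives have a fitted effect of over 55% in size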
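Step 1: APE1 (0.75 nM) with compound, 15 min RT. Step 2: add 50 nM fluorophore/quencher THF duplex. Step 3: three fluorescence reads 60 s apart (525/598 nm); read 3 minus read 1 = reaction progress.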
BLM helicase inh: blocks DNA unwinding by human BLM helicase | P54132 | recombinant BLM DNA unwinding, fluorescence dequenching | Potency, µM (highest dose often 56.1 µM), for the others: top-dose activity change, negative = inhibition, most hits filed as inhibitors | hit rate 0.2% among 350,000 | AID 2528;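 note: potency is the fitted concentration of half-maximal effect; plate controls were vehicle for no effect and no enzyme for full effect; nearly all actives have a fitted effect of over 35% in size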
TRHR ag: TRH receptor (human) agonism; TRHR cells, calcium flux fluo-8, FDSS agonist mode; activation, % at 2 µM; hit rate 0.18% among 360,000; in the data active = activation above about 30%; note: 0% is about no effect
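TRHR-expressing cells loaded with fluo-8 calcium dye; 23 nL library compound pin-transferred, kinetic FDSS fluorescence (Ex 480/Em 530) recorded about 180 s for agonist-induced calcium release, before a 10 nM TRH EC20 addition for potentiator mode.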
Anesthetic bind: binds horse apoferritin like a general anesthetic | apoferritin/1-aminoanthracene competitive binding, fluorescence | Potency, µM (series often up to 77.5 µM), inactives show top-dose activity change, negative = displacement, usual class: inhibitors | hit rate 0.074% among 350,000 | AID 485281; note: potency is the fitted concentration of half-maximal effect; % is set by controls: 0 for no effect and ±100 for the full control effect; nearly all actives have a fitted effect of over 20% in size
Target sequence (P02791 2-175 limits assumed): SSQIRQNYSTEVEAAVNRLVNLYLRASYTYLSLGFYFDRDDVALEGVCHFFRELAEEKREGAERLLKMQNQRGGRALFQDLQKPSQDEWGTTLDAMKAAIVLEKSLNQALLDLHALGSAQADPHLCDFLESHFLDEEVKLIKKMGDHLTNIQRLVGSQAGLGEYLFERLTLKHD
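Concentration-response curves derived by four-parameter Hill fitting of normalized fluorescence, where compounds displaced 1-AMA from 10 uM horse apoferritin following a brief 10 min room-temperature incubation; propofol titration acted as positive control.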
* = called active by the depositor; ? = inconclusive; . = not tested or not shown; [ ] = dose if it differs, or a comment. Unless noted, calls come from the whole dose curve; as a rule, active = well fitted curve in the direction sought with a large enough effect; inconclusive = small, poorly fitted or top-dose-only effect, or another doubt; inactive = no such curve, though single readings can be large; an effect the other way counts as inactive or inconclusive. These rows are one share of the data (hit frequency here may not be typical).

nr	smiles	POLI inh	Pol beta inh	POLK inh	ERG Ets-DNA blk	ALOX12 inh	APE1 inh	BLM helicase inh	TRHR ag	Anesthetic bind
1	COc1ccc(C(=O)OCC[N+]2(C)CCOCC2)cc1	27%	0%	6%	-6%	?	8%	2%	2.9	-4%
2	Cc1cccc(C)c1NC(=O)C1(N2C(=O)CC2c2ccccc2)CCCCC1 (configuration not stated)	9%	?	-1%	?	-9%	14%	4%	1.0	-9%
3	O=C(CNC(=O)c1ccccc1F)N/N=C/c1cccnc1	-8%	16%	8%	-5%	9%	11%	0%	0.6	-22%
4	O=C(COC(=O)CCc1nc2ccccc2s1)Nc1ncc(Cl)cc1Cl	?	?	-14%	6%	-18%	17%	-8%	-0.1	4%
5	COc1cc2nc(/C=C/c3cc(OC)c(OC)c(OC)c3)sc2cc1SC	-12%	14%	2%	13%	-30%	-4%	-13%	0.2	51%[activator]
6	CCCCCCCc1c(O)nc(SCCN(C)C)[nH]c1=O	48%[activator]	5%	5%	1%	-11%	8%	5%	0.5	5%
7	COc1cccc(OCCn2cc(C(C)=O)c3ccccc32)c1	140%[activator]	6%	-3%	-2%	25µM*	-4%	-11%	-0.1	-11%
8	CCCN(CCC)C(=O)C1CC(=O)OC12CCOC(C)(C)C2 (configuration not stated)	14%	-29%	0%	-5%	-2%	0%	4%	0.9	-2%
9	C/C(=N\OCC(=O)O)c1ccc(Cl)cc1	-7%	4%	4%	9%	260%[activator]	-3%	-1%	0.9	-4%
10	Cc1[nH]c2ccc(C(=O)OCC(=O)Nc3cccc(S(N)(=O)=O)c3)cc2c1C	-9%	.	-1%	?	47%[activator]	13%	.	0.1	.
11	Cc1cc(C)n(-c2nc3c(c(=O)[nH]c(=O)n3C)n2Cc2ccc(F)cc2)n1	2%	5%	-2%	-1%	0%	2%	0%	-1.1	-3%
12	O=C(Oc1ccc(-c2cnc3ccccc3n2)cc1)c1ccco1	-6%	17%	-6%	-7%	-2%	-1%	-4%	-0.1	?
13	O=C(N=Nc1c(O)n(C2OC(=O)c3ccccc32)c2ccccc12)c1ccco1 (configuration not stated)	.	22%	.	.	.	5%	-3%	-0.6	-2%
14	COc1cccc(CNC(=O)CN(C)S(=O)(=O)c2cccc3cccnc23)c1	19%	53%	8%	8%	12%	2%	0%	-0.3	-4%
15	CNc1nc(-c2c(C)[nH]c3ccc(OC)cc23)cs1	-25%	3%	-10%	8%	0%	45%	-4%	0.3	-12%
16	COCCCNC(=S)N1CCN(c2nc(-c3cccc(OC)c3)cs2)CC1	0%	-12%	-4%	8%	?	-11%	-6%	-0.4	-12%
17	COc1cccc(-c2nnc3sc(-c4ccc(Cl)cc4)nn23)c1	.	3%	.	.	.	2%	-3%	-0.9	-11%
18	CCCCn1c(N)c(N(CC(C)C)C(=O)c2ccc(OCC3CCCO3)cc2)c(=O)[nH]c1=O (configuration not stated)	-8%	.	-6%	4%	5%	18%	.	0.1	.
19	COc1cc(/C=C2/SC(=S)N(CC3CCCO3)C2=O)ccc1O (configuration not stated)	?	?	-21%	107%[activator]	-26%	?	-19%	64*	-19%
20	O=C(O)CCc1ccc(-c2ccccc2)n1NC(=O)c1ccco1	-12%	-18%	-4%	5%	?	-4%	-2%	1.8	22%
21	CCc1ccc2nc(NC(=O)CN3C(=O)NC4(CCCC4)C3=O)sc2c1	16%	.	-11%	16%	-7%	17%	.	.	.
22	CCCCn1c(N)c(N(CC(C)C)C(=O)CN(C)S(=O)(=O)c2ccc(C)cc2)c(=O)[nH]c1=O	23%	.	0%	45%[activator]	?	-11%	.	-0.8	.
23	O=C(CSc1nc2cc3ccccc3cc2[nH]1)Nc1cccc(C(F)(F)F)c1	-9%	?	-5%	-4%	-9%	.	-9%	-0.6	-7%
24	COc1cc([N+](=O)[O-])cc2sc(NC(=O)C(C)(C)C)nc12	23%	-24%	5%	-5%	34%	4%	-8%	0.9	-10%

One compound at a time, as listed above:
COc1cc(/C=C2/SC(=S)N(CC3CCCO3)C2=O)ccc1O (configuration not stated) in the list: POLI inh = ?; Pol beta inh = ?; POLK inh = -21%; ERG Ets-DNA blk = 107%[activator]; ALOX12 inh = -26%; APE1 inh = ?; BLM helicase inh = -19%; TRHR ag = 64*; Anesthetic bind = -19%
O=C(O)CCc1ccc(-c2ccccc2)n1NC(=O)c1ccco1 in the list: POLI inh = -12%; Pol beta inh = -18%; POLK inh = -4%; ERG Ets-DNA blk = 5%; ALOX12 inh = ?; APE1 inh = -4%; BLM helicase inh = -2%; TRHR ag = 1.8; Anesthetic bind = 22%
CNc1nc(-c2c(C)[nH]c3ccc(OC)cc23)cs1 in the list: POLI inh = -25%; Pol beta inh = 3%; POLK inh = -10%; ERG Ets-DNA blk = 8%; ALOX12 inh = 0%; APE1 inh = 45%; BLM helicase inh = -4%; TRHR ag = 0.3; Anesthetic bind = -12%

Next section.
The line under a structure holds: POLI inh, Pol beta inh, POLK inh, ERG Ets-DNA blk, ALOX12 inh, APE1 inh, BLM helicase inh, TRHR ag, Anesthetic bind
[25] CCOc1cccc(NC(=O)Cc2cccs2)c1
  -13%, 20%, -8%, -7%, 15%, -3%, -1%, 0.4, -21%
[26] O=C(COC(=O)/C=C/c1cccc(C(F)(F)F)c1)Nc1ccc(Cl)cn1
  29%, ., 0%, 2%, 9%, 22%, ., 1.0, .
[27] Cc1ccc(CNC(=O)c2ccc3c(c2)N(Cc2ccccc2Cl)C(=O)CS3)cc1
  20%, 23%, 6%, 4%, 0%, ., 2%, 0.5, 7%
[28] Cc1cc2c3c(c1C)C1(C(=O)N3C(C)(C)CC2C)C(C#N)=C(N)Oc2cc(O)ccc21 (configuration not stated)
  10%, -1%, ?, ., ?, -8%, -12%, 1.0, ?
[29] Cn1cc(-c2nc3cnc(N4CCNCC4)nc3n(C)c2=O)c2ccccc21
  ., ., -14%[60.1 µM], ., ?, -7%, -14%, ., .
[30] Cc1ccc(-c2csc(N(Cc3ccccc3)C(=O)COc3ccccc3)n2)cc1
  9%, 40%, -24%, 0%, 0%, -3%, -2%, 1.6, -15%
[31] O=C(CCCNS(=O)(=O)c1ccc(Br)cc1)N1CC[C@@]2(O)CCCC[C@H]2C1
  8%, -1%, -8%, 0%, 0%, 3%, 1%, -0.1, -7%
[32] CC1CCCN(S(=O)(=O)c2cnc[nH]2)C1 (configuration not stated)
  -31%, 38%, -6%, -11%, 3%, 39%, 0%, 0.4, -5%
[33] CCS(=O)(=O)c1nc(NC(C)=O)n[nH]1
  -4%, -26%, -13%, -1%, ?, 4%, 3%, -0.5, -7%
[34] CC(C)(C)C1C/C(=C/c2ccco2)C(=O)/C(=C/c2ccco2)C1 (configuration not stated)
  ?, 10µM*, -25%, 9%, 40µM*, 0%, -28%, 5.1, ?
[35] O=[N+]([O-])c1cccc(-c2nc(-c3ccccn3)no2)c1
  ?, 4%, -2%, 4%, 10%, 17%, -1%, 0.1, 6%
[36] c1ccc(Cn2nnnc2C(c2ccccn2)N2CCN(c3ccccc3)CC2)cc1 (configuration not stated)
  1%, 29%, -8%, -6%, 8%, -1%, -2%, -0.5, 4%
[37] C/C(Nc1ccc(F)cc1)=C(/C#N)C(N)=O
  7%, 2%, 0%, -3%, ?, 0%, 2%, 0.3, -13%
[38] CC(C)(C)OC(=O)N1CCCC(C(=O)Nc2cccc(C(=O)NCc3ccccc3)c2)C1 (configuration not stated)
  -2%, ., 7%, 0%, 21%, ., ., ., .
[39] Cc1cc(N2CCCC2)ccc1NC(=O)COc1cccc(C(F)(F)F)c1
  -7%, -7%, 7%, 6%, -62%, 3%, -9%, 0.0, -18%
[40] C=CCNCc1cc(=O)n2c(-c3ccccc3)csc2n1
  ?, ?, -8%, 3%, -29%, 20%, -4%, -0.2, -4%
[41] N#C/C(=C(/O)Cc1cccc2ccccc12)c1nc2ccccc2s1
  ?, ?, 5%, -2%, 11%, -2%, -1%, 1.0, -1%
[42] Cc1ccc2c(c1)N(C(=O)CCC(=O)N1CCN(c3ccccn3)CC1)CC(C)O2 (configuration not stated)
  4%, -19%, 6%, -10%, 2%, 44%, 0%, -0.7, -18%
[43] CN(CC(=O)Nc1cccc(F)c1)C(=O)c1cc(-c2cccs2)nn1-c1ccccc1
  -1%, ., -18%, -2%, -27%, -16%, ., 0.7, .

Arranged by value in POLI inh (smallest number first): some entries from above
#	Structure	POLI inh	POLK inh	ERG Ets-DNA blk	ALOX12 inh	APE1 inh	BLM helicase inh	TRHR ag
33	CCS(=O)(=O)c1nc(NC(C)=O)n[nH]1	-4%	-13%	-1%	?	4%	3%	-0.5
36	c1ccc(Cn2nnnc2C(c2ccccn2)N2CCN(c3ccccc3)CC2)cc1 (configuration not stated)	1%	-8%	-6%	8%	-1%	-2%	-0.5
26	O=C(COC(=O)/C=C/c1cccc(C(F)(F)F)c1)Nc1ccc(Cl)cn1	29%	0%	2%	9%	22%	.	1.0

Bioassay records from PubChem.
